# tim10-1 inh – growth inhibitors of tim10-1 mutant yeast, primary screen, luminescence, uHTS; S. cerevisiae tim10-1 ts strain growth, BacTiter-Glo, 24 h; inhibition, % at 20 µM; hit rate 2.2% among 330,000;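 active = inhibition of at least 40%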;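 also: mutant grown at 25 °C; 0% = DMSO wells with yeast and 100% = wells holding no yeast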
# mIAP activ – activators of mouse IAP, primary screen, biochemical, luminescence, uHTS. intestinal alkaline phosphatase [Mus musculus]. muIAP, CDP-Star luminescence, 30 min; stronger effect = higher value; 1 = vehicle-only enzyme signal, 0 = enzyme-free wells. activation factor at 10 µM. hit rate 0.24% among 330,000. AID 2805, 2010;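 active = activation factor of at least 2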; also: the source names both 10 and 20 µM as test concentration; values of inactives mirror those of a sister screen read the other way
#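 System: Mouse IAP enzyme | Also added: CDP-Star substrate | Dosing: Compounds dispensed in DMSO | Schedule: 30 min enzyme-substrate-compound incubation at room temperature | Technique: Chemiluminescence readout | Control set: DMSO-only wells and no-enzyme negative control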
# APOBEC3A inh – APOBEC3A ssDNA deaminase inhibitors, primary screen, selectivity assay for APOBEC3G inhibitor project, biochemical, FAM/TAMRA oligo cleavage fluorescence; DNA dC->dU-editing enzyme APOBEC-3A (Homo sapiens), P31941; recombinant A3A, FAM/TAMRA ssDNA deamination fluorescence; inhibition, % at 20 µM; hit rate 0.41% among 330,000;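 active = at least 40% inhibition at 20 µM here, with at most 30% in a related deaminase screen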;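 also: plate controls were A3A with DMSO for no effect and wells lacking A3A enzyme for full effect; some results filed as inactive read as strong as hits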
# Target sequence (P31941 whole entry, looked up): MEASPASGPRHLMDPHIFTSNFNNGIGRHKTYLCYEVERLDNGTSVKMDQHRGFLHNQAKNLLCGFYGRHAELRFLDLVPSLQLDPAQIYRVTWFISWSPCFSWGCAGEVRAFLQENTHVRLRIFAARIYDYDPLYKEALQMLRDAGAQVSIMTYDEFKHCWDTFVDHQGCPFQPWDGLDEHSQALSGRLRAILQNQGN
# NLRP3 yeast inh – NALP3 inflammasome inhibitors in reconstituted yeast, primary screen, luminescence, uHTS. Yeast reconstituted NLRP3/ASC/caspase-1, beta-gal luminescence, 24 h. inhibition, % at 10 µM. hit rate 0.39% among 330,000. AID 2825, 2010;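 active = inhibition of 50% or more; inactive = inhibition below 50%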;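 also: plate controls were induced DMSO wells for no effect and uninduced yeast grown without galactose for full effect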
# A3G deaminase – APOBEC3G DNA deaminase inhibitors, primary screen, biochemical, fluorescence, single-stranded DNA substrate, uHTS | recombinant A3G, ssDNA deamination FAM/TAMRA fluorescence | inhibition, % at 20 µM | hit rate 0.28% among 330,000 | AID 493012, 2011;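 active = inhibition of at least 40% at 20 µM, with no more than 30% in the related APOBEC3A deaminase screen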;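 also: plate controls were DMSO wells with A3G for no effect and wells lacking A3G enzyme for full effect; some compounds called inactive have numbers as strong as hits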
# TIM10 inh – growth inhibitors of isogenic TIM10 control yeast, primary screen, counter-screen for tim10-1 yeast inhibitor project, luminescence, uHTS | S. cerevisiae TIM10 strain growth, BacTiter-Glo luminescence, 24 h | inhibition, % at 10 µM | hit rate 1.4% among 330,000;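 active = inhibition of 40% or more at the single tested concentration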;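 also: wild-type TIM10 isogenic control strain grown at permissive 25 °C; 0% = DMSO yeast wells and 100% = minimal medium wells without yeast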
# beta cell repl – inducers of MIN6 beta-cell proliferation, primary screen, ATP luminescence, uHTS | MIN6 cells proliferation, ATPlite luminescence, 48 h; cells starved in 0.2% serum; 100% = growth in 10% serum | AID 2380, 2010 | hit rate 0.29% among 330,000 | proliferation, % at 10 µM;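 active = compounds whose signal lies at least 3.5 SD above the mean of all wells on their plate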;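 also: 0% = DMSO-treated cells in low-serum medium and 100% = 10% serum control; some compounds called inactive have numbers as strong as hits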
# mIAP block – inhibitors of mouse IAP, primary screen, biochemical, luminescence, uHTS; intestinal alkaline phosphatase [Mus musculus]; purified mouse IAP, CDP-Star luminescence, 30 min; inhibition, % at 10 µM; hit rate 0.2% among 330,000;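 active = inhibition of at least 40% at 10 µM in the primary screen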;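 also: plate controls were DMSO with enzyme for no effect and no enzyme wells for full effect; values of inactives mirror those of a sister screen read the other way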
# hIAP inh – human IAP inhibitors, primary screen, biochemical, luminescence, uHTS | Intestinal-type alkaline phosphatase (Homo sapiens), P09923 | inhibition, % at 10 µM | hit rate 0.12% among 330,000 | AID 2544, 2010 | purified IAP, CDP-Star luminescence, 30 min;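 active = inhibition reaching a set limit with compound at 10 µM in the primary screen, cut at about 35% in these data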;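 also: plate controls were DMSO wells with enzyme for no effect and no-enzyme buffer wells for full effect; values of inactives mirror those of a sister screen read the other way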
# Target sequence (P09923 whole entry, looked up): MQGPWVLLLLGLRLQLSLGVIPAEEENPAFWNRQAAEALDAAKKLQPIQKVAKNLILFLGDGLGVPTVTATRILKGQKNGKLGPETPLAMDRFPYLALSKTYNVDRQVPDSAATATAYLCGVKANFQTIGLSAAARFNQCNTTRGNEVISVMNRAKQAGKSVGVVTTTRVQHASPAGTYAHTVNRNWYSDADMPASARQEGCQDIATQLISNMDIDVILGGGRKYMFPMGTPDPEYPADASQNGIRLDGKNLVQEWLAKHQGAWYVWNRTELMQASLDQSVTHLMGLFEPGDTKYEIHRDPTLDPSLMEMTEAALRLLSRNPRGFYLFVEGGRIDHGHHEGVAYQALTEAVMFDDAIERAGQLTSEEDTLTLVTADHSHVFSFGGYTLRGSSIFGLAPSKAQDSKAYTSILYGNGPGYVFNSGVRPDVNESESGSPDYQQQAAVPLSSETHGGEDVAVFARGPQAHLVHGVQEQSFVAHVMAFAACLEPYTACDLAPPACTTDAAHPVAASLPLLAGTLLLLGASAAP
# An asterisk follows results filed as active. Hits appear at their usual frequency (roughly 4.6% active in at least one column).
SMILES,tim10-1 inh,mIAP activ,APOBEC3A inh,NLRP3 yeast inh,A3G deaminase,TIM10 inh,beta cell repl,mIAP block,hIAP inh
CC1=C(C)C(=O)N(C(C)CCc2ccccc2)C1=O (stereo not given),-5,0.95,-6,42,-7,-4,1,5,16
Cc1ccc(Cl)cc1N1CCN(CC(=O)NC2CCCc3ccccc32)CC1 (stereo not given),32,0.98,-3,20,-4,12,0,2,-7
CCc1ccc(NC(=O)CCC(=O)N2CCSc3ccccc32)cc1,11,1,15,8,-9,6,-3,-3,0
CCCNC(=O)Cn1nc(C(F)(F)F)c2c1CCCC2,16,0.95,0,9,-2,-7,-2,4,0
Cc1c(F)cccc1NC(=O)c1ccc2c(c1)CCN2S(C)(=O)=O,16,1,4,24,1,1,-3,-4,26
CN(C(=O)COC(=O)c1cccc(F)c1)c1ccccc1,27,0.91,-2,18,-3,-5,0,9,11
CC1CCCC(C)N1S(=O)(=O)c1ccc(NC(=O)CNCC2CCCO2)cc1 (stereo not given),22,1,-5,0,-1,-3,-1,-5,-16
CC(=O)SCCC(=O)N1C(C)CCCC1C(=O)O (stereo not given),-8,1.1,0,3,-4,-3,2,-12,-17
CNc1snc(C)c1C(=O)OC(C)C(=O)Nc1ccccc1 (stereo not given),-14,1,-2,18,-5,2,2,-1,0
Cc1cc(OCc2cc(C(=O)N(C)C(C)c3ccccn3)no2)cc(C)c1Cl (stereo not given),41*,0.9,-3,10,-5,14,-3,10,17
COc1ccc(NC(=O)COC(=O)CCC2CCCC2)c(OC)c1,-4,1.1,0,-2,-3,12,-3,-9,-16
COCCSc1nnc(NC(=O)c2ccc(NC(C)=O)cc2)s1,-10,1.1,1,5,-6,-1,-1,-8,-12
Cc1nc2c(sc3nc(N4CCOCC4)c4c(c32)CC(C)(C)OC4)c(-c2ccccc2)c1C(=O)O,-26,1,1,17,-4,-2,-6,0,-11
O=C(NCc1ccccc1)c1cc(S(=O)(=O)N2CCOCC2)ccc1F,7,1,3,7,-4,-3,0,0,-1
CCOC(=O)C1=C(C)OC(N)=C(C#N)C1c1ccc(C)o1 (stereo not given),16,1,-4,8,-9,14,-1,0,2
O=C(COC(=O)C1CCN(c2ccc(C(F)(F)F)cn2)CC1)Nc1ncc(Cl)cc1Cl,-1,0.92,-1,37,-3,-3,0,8,16
O=C(CN(C(=O)CNC(=O)c1cccs1)c1cccc(F)c1)NC1CCCCC1,6,1,-4,5,0,-5,0,-4,-9
Cc1cc2ccccc2n1CCNC(=O)C1CCCC1,8,0.95,0,5,3,4,-4,5,-7
O=C(O)CNC(=O)/C(=C\c1ccco1)NC(=O)c1ccco1,-7,0.91,-1,10,-8,-12,-2,9,6
Cc1c(Cl)cccc1NC(=O)CC1Oc2ccccc2NC1=O (stereo not given),-8,0.97,-1,11,-7,-28,-3,3,11
Cc1ccc(C(=O)Nc2ccc(C(=O)NCC3CCCO3)cc2)cc1 (stereo not given),5,1,-4,20,-6,-7,1,-4,-16
CCCC/C(O)=C1\C(=O)CC(C)(C)CC1=NCCCCCC(=O)O,4,0.94,0,13,-9,10,4,6,-5
COc1ccc(CN(C(=O)Cc2c[nH]c3ccccc23)C(C(=O)NC2CCCCC2)c2ccc(C)o2)cc1 (stereo not given),25,1.2,2,0,-3,8,-6,-15,17
CCOc1ccccc1N1CN(CC)CNC1=S,20,1,-20,4,-10,6,-2,0,-25
C/C(=N\NC(=O)c1nnn(-c2nonc2N)c1CN(C)c1ccccc1)c1cccnc1,9,1,-3,6,-4,1,1,-2,-12
COc1ccc(OCC(=O)Nc2ccc(NC(=O)c3ccco3)cc2)cc1,-5,1.1,-1,14,-9,17,2,-7,14
O=C(c1cccc(F)c1)N1CCC(N2CCCCCC2)CC1,-4,0.86,-5,-4,-9,-3,0,14,5
Fc1ccccc1NC(=S)NCCc1cccc(Cl)c1,27,1.4,-3,16,-5,30,-7,-36,-18
COc1ccc(NC(=O)CN(c2ccc(F)cc2)S(=O)(=O)c2ccccc2)c(OC)c1,2,0.96,-3,12,-5,-1,-3,4,-5
Cc1ccccc1C#N,-14,1.1,-1,12,-2,3,-4,-11,1

# Just A3G deaminase, for 2 of the compounds above:
Molecule	A3G deaminase
O=C(COC(=O)C1CCN(c2ccc(C(F)(F)F)cn2)CC1)Nc1ncc(Cl)cc1Cl	-3
O=C(CN(C(=O)CNC(=O)c1cccs1)c1cccc(F)c1)NC1CCCCC1	0

# New compounds follow:
SMILES,tim10-1 inh,mIAP activ,APOBEC3A inh,NLRP3 yeast inh,A3G deaminase,TIM10 inh,beta cell repl,mIAP block,hIAP inh
CCN1C(=O)/C(=C\N2CCCc3ccccc32)SC1=S,2,0.83,-7,-9,-14,5,0,17,20
C=CC(C)n1c(Br)nc2c1c(=O)[nH]c(=O)n2C (stereo not given),8,1,-2,-11,-6,-3,-2,-2,-27
CC(=O)Nc1ccc(S(=O)(=O)NCc2ccc(C)n2C)cc1,19,1,-4,15,-8,8,2,0,1
O=C(Nc1ccc2c(c1)OCO2)C1CCCN(S(=O)(=O)Cc2ccccc2)C1 (stereo not given),23,0.9,7,15,-1,0,-1,10,-4
CCOc1cccc(-c2c(C(=O)N/N=C(\C)c3cccnc3)nnn2-c2nonc2N)c1,19,0.99,-3,14,-7,6,4,1,23
CC(=O)N1CCN(c2ccc(NC(=O)c3ccc(Cl)cc3)cc2)CC1,4,0.98,-8,5,-5,4,-4,2,-4
NC(=O)c1c(N)sc(=S)n1-c1ccccc1,2,0.95,-5,6,-6,-7,-2,5,9
Cc1ccc(/C=N\NC(=O)COc2ccc(C)cc2[N+](=O)[O-])cc1,10,1.1,3,39,-2,7,-1,-9,5
Cc1ccc(C(=O)Oc2cc(-c3ccccc3)no2)cc1,-3,1,-2,8,-1,-2,-3,0,9
COc1ccc(C(=O)NNC(=O)Cc2nc3ccccc3n2C)cc1,1,0.97,4,17,3,-6,1,3,-56
CCOC(=O)/C(=C/c1c(C)n(C)c2ccc([N+](=O)[O-])cc12)C(C)=O,58*,0.96,-1,17,-5,54*,-5,4,13
Cc1ccc(CCNC(=O)C2CCCN(c3nc4ccccc4o3)C2)cc1 (stereo not given),33,0.98,2,3,-9,24,4,2,11
COc1ccc(-c2nnc3sc(CN4C(=O)c5ccccc5C4=O)nn23)cc1,16,1.1,-4,18,-5,2,-2,-5,-6
NS(=O)(=O)c1cccc(NC(=O)Cc2ccc(Cl)c(Cl)c2)c1,10,1.1,-3,4,-4,-43,-4,-10,-19
COc1ccc(CCN(CC(=O)NC2CCCC2)C(=O)CCC(=O)Nc2cc(C)on2)cc1OC,-4,0.97,-1,16,-2,17,0,3,3
O=C(COc1ccc2ccccc2c1)N1CCCC1,17,0.99,-1,5,-4,6,-1,0,20
COc1cc(OC)c(CN2CCN(c3ccc(F)cc3)CC2)cc1Br,19,0.95,3,-31,-3,-10,-2,4,-3
CC1CCCN(CC(O)COc2ccc(S(=O)(=O)N3CCCC3)cc2[N+](=O)[O-])C1 (stereo not given),-15,0.89,0,9,-2,-1,1,11,24
CS(=O)(=O)Nc1ccccc1C(=O)OCC(=O)NC1CC1,-9,0.95,-3,8,-9,-4,-2,5,-1
Cc1cccc(C)c1OC(=O)CN1C(=O)c2ccccc2C1=O,20,1.1,-4,39,-2,5,0,-6,-4
COc1ccc(CNC(=O)COc2ccc(C(=O)c3ccc(F)cc3)cc2)cc1,4,0.89,0,8,-3,6,-4,11,2
CSc1cccc(NC(=O)CNS(=O)(=O)c2ccccc2)c1,-11,1,-3,8,-11,-9,-5,-1,-13
NC(=O)CSc1nc2ccccc2n1Cc1ccccc1F,13,0.88,-2,5,-5,12,2,12,16
COc1ccc(S(=O)(=O)N2C(=O)/C(=C3\SC(N)=NC3=O)c3ccccc32)cc1,14,0.79,-2,13,-5,-5,-1,21,7
N=c1n(CCN2CCOCC2)c2ccccc2n1CC(O)COc1ccccc1 (stereo not given),6,1,6,15,10,-14,5,-3,3
O=C(Cn1nnc(-c2ccccc2F)n1)OCC(=O)c1ccccc1,16,1,-4,21,-6,6,-1,-2,-19
N=c1n(N)c2ccccc2n1CC(=O)c1ccc(Br)cc1,0,0.96,4,18,-4,4,-5,4,3
CCCNC(=O)c1ccc2c(=O)c(O)c(-c3ccc(OC)cc3)[nH]c2c1,-36,1,-3,6,-14,-14,-4,-2,-14
O=C(COc1cc(F)ccc1[N+](=O)[O-])Nc1cc(S(=O)(=O)N2CCCC2)ccc1Cl,0,0.96,-2,1,-7,-5,-5,4,6
Cc1cc(C(=O)NCC(=O)OCC(=O)NCC2CCCO2)ccc1[N+](=O)[O-] (stereo not given),-7,0.9,0,12,-4,1,-7,10,17

# Rewritten tab-delimited: entries from further up.
Structure	tim10-1 inh	mIAP activ	APOBEC3A inh	NLRP3 yeast inh	A3G deaminase	TIM10 inh	beta cell repl	mIAP block	hIAP inh
CC1CCCN(CC(O)COc2ccc(S(=O)(=O)N3CCCC3)cc2[N+](=O)[O-])C1 (stereo not given)	-15	0.89	0	9	-2	-1	1	11	24
CS(=O)(=O)Nc1ccccc1C(=O)OCC(=O)NC1CC1	-9	0.95	-3	8	-9	-4	-2	5	-1
Cc1cccc(C)c1OC(=O)CN1C(=O)c2ccccc2C1=O	20	1.1	-4	39	-2	5	0	-6	-4
COc1ccc(CNC(=O)COc2ccc(C(=O)c3ccc(F)cc3)cc2)cc1	4	0.89	0	8	-3	6	-4	11	2
CSc1cccc(NC(=O)CNS(=O)(=O)c2ccccc2)c1	-11	1	-3	8	-11	-9	-5	-1	-13
NC(=O)CSc1nc2ccccc2n1Cc1ccccc1F	13	0.88	-2	5	-5	12	2	12	16
COc1ccc(S(=O)(=O)N2C(=O)/C(=C3\SC(N)=NC3=O)c3ccccc32)cc1	14	0.79	-2	13	-5	-5	-1	21	7
N=c1n(CCN2CCOCC2)c2ccccc2n1CC(O)COc1ccccc1 (stereo not given)	6	1	6	15	10	-14	5	-3	3
O=C(Cn1nnc(-c2ccccc2F)n1)OCC(=O)c1ccccc1	16	1	-4	21	-6	6	-1	-2	-19
N=c1n(N)c2ccccc2n1CC(=O)c1ccc(Br)cc1	0	0.96	4	18	-4	4	-5	4	3
CCCNC(=O)c1ccc2c(=O)c(O)c(-c3ccc(OC)cc3)[nH]c2c1	-36	1	-3	6	-14	-14	-4	-2	-14
O=C(COc1cc(F)ccc1[N+](=O)[O-])Nc1cc(S(=O)(=O)N2CCCC2)ccc1Cl	0	0.96	-2	1	-7	-5	-5	4	6
Cc1cc(C(=O)NCC(=O)OCC(=O)NCC2CCCO2)ccc1[N+](=O)[O-] (stereo not given)	-7	0.9	0	12	-4	1	-7	10	17

# Compound activity: PubChem, Sanford-Burnham Center for Chemical Genomics
